Screening data deposited in PubChem BioAssay by Sanford-Burnham Center for Chemical Genomics.
H9c2 TAG inh: reduces triacylglycerol accumulation in H9c2 cells. 230,000 tested, 0.66% active. Nile Red lipid (TAG) fluorescence; cells loaded with 200 µM oleic acid. inhibition, % at 12.5 µM. AID 651582;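 active means pattern-corrected inhibition of lipid staining of at least 50% with the nuclear-stain viability signal not falling by more than 50%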;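 further: 0% = DMSO wells and 100% = triacsin C control wells; some results filed as inactive read as strong as hits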
H9c2 TAG inh DAPI viability: second read-out of H9c2 TAG inh, no call of its own (marks repeat the call); DAPI nuclei signal change (viability), lower = more cytotoxic, %;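 whole-well DAPI fluorescence read on a plate reader as a viability signal; minus 50 percent equals half of cells still viable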
Starred values were filed as active, the others as inactive. Only part of the results is shown (hit frequency here may not be typical).

SMILES | H9c2 TAG inh | H9c2 TAG inh DAPI viability
Cc1ccc(S(=O)(=O)N(CC(=O)NC2CC3CCC2C3)c2ccccc2)cc1 (configuration not stated) | 3 | -6
CC[n+]1ccc(/C=C2\Sc3ccccc3N2CCCS(=O)(=O)[O-])c2ccccc21 | -2 | -2
CCCCCN(C(=O)CCC(=O)OCc1ccccc1C)c1c(N)n(CCCC)c(=O)[nH]c1=O | 12 | -5
COc1c(C)cc(Br)cc1C(=O)Nc1ccccc1N1CCN(C(=O)c2ccccc2)CC1 | 4 | 6
CCOC(=O)c1c(NC(C)=O)sc2c(OCCN(CC)CC)c(Br)ccc12 | 10 | 57
O=C(O)CCn1c(-c2ccccn2)nc2ccccc21 | -3 | -3
S=C1SCN(Cc2ccco2)CN1Cc1ccco1 | 78 | -74
COc1ccc(Cl)c(Cn2c(NCc3ccco3)nc3c2c(=O)n(C)c(=O)n3C)c1 | -27 | -2
COc1ccc(C(=O)NC(=S)Nc2ccc(N3CCN(C(C)=O)CC3)cc2)cc1[N+](=O)[O-] | 5 | -4
Cc1ccc(OC(C)C(=O)Nc2ccc(S(=O)(=O)Nc3nccs3)cc2)cc1 (configuration not stated) | -8 | 11
Cc1ccccc1NC(=O)c1ccc2c(c1)C(=O)N(CCC(C)C)C2=O | -3 | 11
CN(C)CCCNC(=O)C(=O)NCC1OCCN1S(=O)(=O)c1cccs1 (configuration not stated) | 5 | 4
CCCCCCc1ccc(N2C[C@H](CCCCC)[C@@H](CC(=O)NCc3ccc(OC)cc3)C2=O)cc1 | 3 | 7
COc1ccc(NC(=O)CSCC(=O)Nc2cc(Cl)ccc2N2CCCC2)cc1 | 25 | -3
O=C(CSc1ccc2nnc(-c3ccccn3)n2n1)Nc1nccs1 | -3 | 4
Cc1ccc(NC(=O)C2(C)CCN2CCc2ccccc2)cc1 (configuration not stated) | -23 | 16
CN(Cc1ccccc1)C(=O)COC(=O)/C=C/c1ccco1 | -5 | 8
CC#CC(=O)NCC1(N(C)Cc2ccccc2)Cc2ccccc2C1 | -11 | -3
CC1(C)CCC(=O)N2CC[C@H]3c4cc5ccccc5nc4C[C@@H]1[C@H]32 | 2 | 3
CC1(C)CC(=O)C(C=NCc2cccnc2)=C(O)C1 | -6 | -4
O=C(/C=C/c1ccncc1)c1ccc2c(c1)OCCO2 | 6 | 7
Cc1nc2cc(C(F)(F)F)ccc2n1C1CCN(CC(=O)N2CCCC2)CC1 | 11 | 0
O=C1CC[C@@H]2CC3(C[C@@H]4CCN1[C@H]24)Nc1ccccc1NC3=NC1CCCCC1 (some centres not stated) | 5 | 4
CN(CC(=O)Nc1cccc(C(F)(F)F)c1)C1=NS(=O)(=O)c2ccccc21 | 2 | 0
Cc1ccsc1C(=O)N1CCCC(N2CCN(c3cccc(Cl)c3)CC2)C1 (configuration not stated) | 14 | -4

17 consecutive records from above, quoted:
SMILES | H9c2 TAG inh | H9c2 TAG inh DAPI viability
Cc1ccc(S(=O)(=O)N(CC(=O)NC2CC3CCC2C3)c2ccccc2)cc1 (configuration not stated) | 3 | -6
CC[n+]1ccc(/C=C2\Sc3ccccc3N2CCCS(=O)(=O)[O-])c2ccccc21 | -2 | -2
CCCCCN(C(=O)CCC(=O)OCc1ccccc1C)c1c(N)n(CCCC)c(=O)[nH]c1=O | 12 | -5
COc1c(C)cc(Br)cc1C(=O)Nc1ccccc1N1CCN(C(=O)c2ccccc2)CC1 | 4 | 6
CCOC(=O)c1c(NC(C)=O)sc2c(OCCN(CC)CC)c(Br)ccc12 | 10 | 57
O=C(O)CCn1c(-c2ccccn2)nc2ccccc21 | -3 | -3
S=C1SCN(Cc2ccco2)CN1Cc1ccco1 | 78 | -74
COc1ccc(Cl)c(Cn2c(NCc3ccco3)nc3c2c(=O)n(C)c(=O)n3C)c1 | -27 | -2
COc1ccc(C(=O)NC(=S)Nc2ccc(N3CCN(C(C)=O)CC3)cc2)cc1[N+](=O)[O-] | 5 | -4
Cc1ccc(OC(C)C(=O)Nc2ccc(S(=O)(=O)Nc3nccs3)cc2)cc1 (configuration not stated) | -8 | 11
Cc1ccccc1NC(=O)c1ccc2c(c1)C(=O)N(CCC(C)C)C2=O | -3 | 11
CN(C)CCCNC(=O)C(=O)NCC1OCCN1S(=O)(=O)c1cccs1 (configuration not stated) | 5 | 4
CCCCCCc1ccc(N2C[C@H](CCCCC)[C@@H](CC(=O)NCc3ccc(OC)cc3)C2=O)cc1 | 3 | 7
COc1ccc(NC(=O)CSCC(=O)Nc2cc(Cl)ccc2N2CCCC2)cc1 | 25 | -3
O=C(CSc1ccc2nnc(-c3ccccn3)n2n1)Nc1nccs1 | -3 | 4
Cc1ccc(NC(=O)C2(C)CCN2CCc2ccccc2)cc1 (configuration not stated) | -23 | 16
CN(Cc1ccccc1)C(=O)COC(=O)/C=C/c1ccco1 | -5 | 8

Whole records from above. Order of screens: H9c2 TAG inh, H9c2 TAG inh DAPI viability
`COc1c(C)cc(Br)cc1C(=O)Nc1ccccc1N1CCN(C(=O)c2ccccc2)CC1` in the list: 4, 6
`S=C1SCN(Cc2ccco2)CN1Cc1ccco1` in the list: 78, -74

Next results
SMILES | H9c2 TAG inh | H9c2 TAG inh DAPI viability
Cc1cc(C)c(C(=O)N(CCN(C)C)CC2CCCN(Cc3ccccc3F)C2)o1 (configuration not stated) | -12 | 17
NS(=O)(=O)c1cccc(NC(=S)NCc2ccc3c(c2)OCO3)c1 | -34 | -5
CS(=O)(=O)N(CC(=O)Nc1ccccc1-c1ccccc1)c1cccc(F)c1 | -8 | 1
Cc1cc(C)cc(NC(=O)CN2CCN(CCN=CC3=C(O)CC(c4ccc(Cl)cc4)CC3=O)CC2)c1 (configuration not stated) | -5 | -3
O=C(CSCc1c(Cl)cccc1Cl)NCc1ccco1 | 2 | -4
COc1ccc(NC(=O)C(NC(C)=O)C(=O)NCc2ccccc2Cl)cc1 (configuration not stated) | -3 | 1
O=c1cc(O)c(-c2ccc(Cl)cc2)c(Cl)[nH]1 | 5 | 5
COC(=O)c1cccc(S(=O)(=O)N2CCC(C)CC2)c1 | -3 | -3
O=C(NCCc1ccccn1)c1cccnc1Oc1ccc(Cl)cc1 | -12 | 5
CCOC(=O)C1=C(O)C(Nc2nc3ccccc3s2)(C(F)(F)F)N=C1C (configuration not stated) | 0 | 8
CCOC(=O)c1oc2ccccc2c1NC(=O)c1ccc(Cl)s1 | 5 | 2
COc1ccc(C(=O)Nc2ccc(Cl)cc2C(=O)NCCN2CCOCC2)cc1 | 6 | -4
Cc1ccc(C)c(S(=O)(=O)NCC(c2ccc3c(c2)OCO3)N2CCOCC2)c1 (configuration not stated) | 2 | -6
Cc1cc(C)cc(NC(=O)C(OC(=O)c2ccc([N+](=O)[O-])o2)c2ccccc2)c1 (configuration not stated) | 0 | 1
COc1ccccc1N1CCN(C(=S)NC(=O)/C=C/c2ccc(F)cc2)CC1 | 11 | 4
CCN(CC(=O)NCc1cccs1)C(=O)/C=C/c1cc(OC)c(OC)c(OC)c1 | -30 | 2
COCCNC(=S)N(CCCO)Cc1cc2cc3c(cc2[nH]c1=O)OCCO3 | 6 | 7
COc1ccc(-c2ccc([C@H]3[C@H]4C=CC[C@@H](C)[C@@H]4C(=O)N3Cc3ccccc3)c(F)c2)cc1 | 43 | -33
Cc1ccc(S(=O)(=O)N(C)c2ccc(OCC(=O)Nc3ccc(C(=O)N(C)C)cc3)cc2)cc1C | 9 | -14
Fc1ccc(COc2ccc3ccccc3c2CNc2nn[nH]n2)cc1 | -7 | 8
CC(C)(C)OC(=O)NCc1ccc(CNC(=O)c2nc[nH]c2C(=O)N2CCN(C(=O)OC(C)(C)C)CC2)cc1 | -1 | -1
Cc1ccc(N(CC(=O)N2CCCC2)S(C)(=O)=O)c(C)c1 | 10 | 2
Cc1ccccc1OCC(=O)OC(C)CN1CCN(C)CC1 (configuration not stated) | -3 | 4
[O-]/C(=C(\C(=S)Nc1cccc2ccccc12)[n+]1ccccc1)c1ccc2c(c1)OCCO2 | 6 | 17
COC(=O)c1ccc(S(=O)(=O)N2C3CCC2CC(NC(=O)NC2CCCCC2)C3)cc1 (configuration not stated) | -17 | 2
Next entries follow.
SMILES | H9c2 TAG inh | H9c2 TAG inh DAPI viability
O=C(NCc1cc(Cl)cc(Cl)c1)c1csc([C@@H]2O[C@H](CO)[C@H](O)[C@H](O)[C@H]2O)n1 | 0 | 3
CSCCC(NC(=O)COc1ccccc1)C(=O)N1CCN(C(C)=O)CC1 (configuration not stated) | -20 | -1
O=C(COC(=O)CCS(=O)(=O)c1ccccc1)NC(=O)c1ccc(OC(F)F)cc1 | -1 | -5
O=C(Nc1nnc(C2=COCCO2)o1)c1ccc(F)cc1 | -15 | 6
O=C(Nc1ccc(N2CCOCC2)cc1)c1cccc(S(=O)(=O)N2CCC(Cc3ccccc3)CC2)c1 | 4 | 4
Cc1c(Cl)cccc1-n1cnc(=O)c2ccccc21 | 21 | -13
CCn1nc(C(=O)Nc2cccc3ccccc23)c(Cl)c1Cl | 8 | 14
O=C1C(c2ccccc2)C2C=CC(C2)N1O (configuration not stated) | 1 | 14
O=C(CSc1ncn[nH]1)NCCc1ccccc1 | -1 | 0
CCOc1ccc2nc(S(=O)(=O)NC(=O)C3(C)CCN3C(=O)c3cc(C)n(C)n3)sc2c1 (configuration not stated) | -15 | 6
Cc1ccc(-c2nnc(OCc3cccnc3)c3ccccc23)cc1 | 29 | -9
COc1ccc(Cl)cc1N1C(=N)SCC1=O | 2 | 0
CCC(C)c1ccc(NC(=O)COC(=O)C2=COCCO2)cc1 (configuration not stated) | -12 | 0
O=C(CN1C(=O)NC2(CCCC2)C1=O)Nc1cc(S(=O)(=O)N2CCOCC2)ccc1OCC(F)(F)F | 11 | 3
O=C(COc1nncc2ccccc12)Nc1c(F)c(F)c(F)c(F)c1F | 4 | -6
CC1(c2ccccc2)NC(=O)N(NC(=O)COC(=O)c2cc(Br)ccc2O)C1=O (configuration not stated) | 3 | 4
O=C1CCCC(=O)C1Sc1ccc(Cl)cc1 | 7 | -9
COc1ccc(NC(=O)C2=CC=CN3CCS(=O)(=O)N=C23)c(OC)c1 | 1 | 6
COc1cccc(-c2nn(C)c3sc(C(=O)N4CCOCC4)cc23)c1 | 17 | -5
Cc1cc2ccccc2n1CCC(=O)O | -15 | -4
CCn1c(SCC(=O)c2ccc(OC)cc2)nnc1C1CC1 | -16 | -6
Nc1nnnn1CC(=O)N/N=C/C=C/c1ccccc1 | -1 | 0
COc1ccc(NC(=O)CCNC(=O)Cn2ccc3ccccc3c2=O)c(OC)c1 | 12 | 3
COc1ccc(S(=O)(=O)N(C)C[C@H]2Oc3ccc(NS(=O)(=O)c4cccs4)cc3CC(=O)N([C@H](C)CO)C[C@H]2C)cc1 | -18 | -23
CN(CCOc1ccc(Cl)cc1)C(=O)C1CCN(C(=O)c2ccc(Cl)cc2)CC1 | -13 | -2
Later entries.
SMILES | H9c2 TAG inh | H9c2 TAG inh DAPI viability
NC(=O)CSc1nnc(SCc2ccc(F)cc2)s1 | 6 | -7
O=C(/C=C/Nc1nccs1)C(F)(F)Cl | 0 | -13
COc1ccc(N2CC(C(=O)Nc3nnc(SCC(=O)NCc4ccco4)s3)CC2=O)cc1 (configuration not stated) | 11 | -1
COc1ccc(NC(=O)CN(C)CC(=O)NC2CCC(C)CC2)cc1 (configuration not stated) | 20 | -18
CCN(Cc1ccccc1)C(=O)c1cc(-c2ccc(OC)c(OC)c2)nc2ccccc12 | 2 | 4
CCN(CC)C(=O)[C@H]1C[C@H](CC(=O)NC/C=C(\C)CCC=C(C)C)C(=O)N2CCc3c([nH]c4ccc(Cl)cc34)[C@]12C | 37 | -8
COc1ccc2nc(Cl)c(C3CC(c4ccco4)=NN3C(=O)CCC(=O)O)cc2c1 (configuration not stated) | 7 | 9
COc1ccc([C@@H]2[C@@H]3C(=O)N(C(C)(C)C)C(=O)[C@@H]3[C@]3(C)C(=O)N(c4cccc(Br)c4)C(=O)N23)cc1 | 14 | -5
COc1ccc(CCN2C(=O)CC(Cc3ccccc3)C2=O)cc1OC (configuration not stated) | -6 | -6
Cc1ccc(S(=O)(=O)N2CCN(C(=O)COC(=O)c3ccccn3)CC2)c(C)c1 | -23 | -2
COc1ccc(S(=O)(=O)Nc2ccc3c(c2)C(=O)N([C@H](C)CO)C[C@H](C)[C@@H](CN(C)C(=O)Nc2ccc(C(F)(F)F)cc2)O3)cc1 | 5 | -9
Cc1ccccc1NC(=O)CCN1CCc2ccccc2C1 | -12 | 5
O=C(O)c1cccc2c1C(=O)c1ccc(N3CCCCC3)cc1S2(=O)=O | -1 | 8
CCN(CC(=O)Nc1ccc(OC)cc1)C(=O)c1ccc(=O)n(Cc2ccccc2)n1 | 11 | -4
Cn1c2ccccc2c(=O)c2cc(C#Cc3cccc(N)c3)ccc21 | 42 | -14
CC(C)(C)c1ccc(OCC(=O)N2CCN(C=O)CC2)cc1 | -63 | 14
CN(C)CCNC(=O)c1onc(CSc2nc3ccccc3[nH]2)c1C(=O)NCCN(C)C | -4 | -5
Cc1cc(NC(=O)CCC(=O)N(C2CC2)C2(C(=O)NC3CCCC3)CCC(C)CC2)no1 (configuration not stated) | 3 | 4
OCCN(CCO)c1ccc2ccccc2c1 | 17 | -1
CC1=C(C)CC(C(=O)N2CCN(Cc3ccc4c(c3)OCO4)CC2)C(C(=O)O)C1 (configuration not stated) | 8 | -13
CCC(C)n1c(=N)c(C#N)cc2c(=O)n3cccc(C)c3nc21 (configuration not stated) | 5 | 39
CCOC(=O)CNC(=O)CSc1nc(C)cc(C)c1C#N | -7 | 3
COc1ccc(OC(=O)c2ccc(Cl)cc2)c(C(C)=O)c1 | -2 | -2
COCCNC(=O)C1(C)CCCN(C(=O)c2ccccc2F)C1 (configuration not stated) | -1 | -4
CCCCC(=O)Nc1cccc(C(=O)Nc2ccccc2C(=O)O)c1 | -6 | -5
